Screening results as filed in PubChem BioAssay.
USP2a block: USP2a (human) protease inhibition; AID 463254; hit rate 0.01% among 330,000; Potency, µM (doses to about 38.3 µM), without a hit: top-dose activity change, negative = inhibition, most hits filed as inhibitors; USP2 core, Ub-CHOP2 coupled fluorogenic reporter, 485/531;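 note: potency is the fitted concentration of half-maximal effect; plate controls were DMSO wells for no effect and full inhibition by NEM control for full effect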
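USP2 core (10nM final) preincubated 30min RT with compound in 20mM Tris-HCl pH 8.0, 2mM CaCl2, 2mM beta-mercaptoethanol, 0.05% CHAPS; 25nM Ub-CHOP2 plus 25nM reporter substrate added, fluorescence (Ex485/Em531) read after 60min.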
KCNH2 WT inh: KCNH2 (human, wildtype) channel inhibition; hit rate 0.37% among 340,000; activity change, % at 1.84 µM; Q12809; U2OS, BacMam KCNH2, thallium flux FluxOr; stronger effect = lower value;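 active = maximum activity change below -70%; inconclusive = maximum activity change between -70% and -50%; inactive = maximum activity change above -50%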; note: % is set by controls: 0 for no effect and ±100 for the full control effect
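U2OS cells transduced with wild-type KCNH2 virus are loaded with FluxOr dye for 45 min, and thallium flux is measured in kinetic reads before and after stimulation buffer. Rate constants are normalized to DMSO controls.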
KCNH2 3.1 inh: blocks the human KCNH2 3.1 channel isoform | hit rate 0.95% among 340,000 | activity change, % (tested at about 1.8 µM) | U2OS KCNH2 3.1, thallium flux FluxOr; stronger effect = lower value;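 active = maximum activity change below -70%; inconclusive = maximum activity change from -70% to -50%; inactive = maximum activity change above -50%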;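 note: thallium influx rate constant from kinetic fluorescence after stimulation buffer; % is set by controls: 0 for no effect and ±100 for the full control effect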
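Thallium flux read-out: FluxOr dye with Red40 quencher in HBSS/HEPES, 45 min at RT. Rate constants from kinetic reads were normalized to positive and negative DMSO controls. Cells: U2OS virally expressing the 3.1 isoform.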
TRPV1 ag: human TRPV1 agonism. hit rate 0.19% among 320,000. TRPV1-expressing cells, Fluo-8 calcium influx, agonist mode. Q8NER1. activation, % at 8.33 µM; in the data active = activation above about 80%; inconclusive = between about 30% and that limit; note: 0% is about no effect
Target sequence (Q8NER1 whole entry, looked up): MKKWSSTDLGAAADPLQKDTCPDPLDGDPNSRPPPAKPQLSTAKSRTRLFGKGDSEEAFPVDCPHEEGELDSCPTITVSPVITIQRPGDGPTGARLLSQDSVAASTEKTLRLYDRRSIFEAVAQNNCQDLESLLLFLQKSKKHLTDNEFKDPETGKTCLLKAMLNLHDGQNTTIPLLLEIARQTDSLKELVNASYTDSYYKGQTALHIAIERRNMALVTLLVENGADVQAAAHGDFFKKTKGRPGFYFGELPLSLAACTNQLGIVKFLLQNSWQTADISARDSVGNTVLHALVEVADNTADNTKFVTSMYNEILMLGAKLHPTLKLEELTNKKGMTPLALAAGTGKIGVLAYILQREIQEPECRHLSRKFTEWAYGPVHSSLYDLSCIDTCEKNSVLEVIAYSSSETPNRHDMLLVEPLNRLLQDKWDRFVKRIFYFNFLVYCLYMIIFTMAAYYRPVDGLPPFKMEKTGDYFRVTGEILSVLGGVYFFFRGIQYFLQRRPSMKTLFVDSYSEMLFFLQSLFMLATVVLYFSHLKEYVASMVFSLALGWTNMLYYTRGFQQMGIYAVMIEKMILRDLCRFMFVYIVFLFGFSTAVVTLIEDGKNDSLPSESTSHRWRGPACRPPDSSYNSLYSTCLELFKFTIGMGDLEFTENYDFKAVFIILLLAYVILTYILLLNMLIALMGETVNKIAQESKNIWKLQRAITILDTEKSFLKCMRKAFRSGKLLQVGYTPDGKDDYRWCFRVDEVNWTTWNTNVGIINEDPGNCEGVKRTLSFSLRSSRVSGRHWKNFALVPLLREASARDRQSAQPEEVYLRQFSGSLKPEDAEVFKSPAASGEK
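Fluo-8 calcium influx in TRPV1-expressing cells, kinetic read (ex 480/em 520 nm). Compound added and read 3 min for agonist activity, followed by capsaicin at EC20 final and 2 min further read for enhancement.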
B2AR arrestin: beta2AR (human) beta-arrestin recruitment activity | P07550 | beta-arrestin recruitment to beta2AR, cell-based reporter | Potency, µM (titrated, usually from 46.1 µM), without a hit: top-dose activation, hits mostly activators | hit rate 0.02% among 330,000;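 note: potency is the fitted concentration of half-maximal effect; 0% = DMSO controls and full agonism = EC100 isoproterenol or metaproterenol; nearly all actives have a fitted effect of over 65% in size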
Coupling enz: coupling enzyme interference in Giardia aldolase counter-screen; activity change, negative = inhibition, % at 58.2 µM, hits read low; AID 2472; hit rate 0.67% among 290,000; coupling enzyme system counterscreen, AmpLite Red fluorescence; in the data active = activity change below about -30%; note: % is set by controls: 0 for no effect and ±100 for the full control effect
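Counterscreen of the coupled detection system alone, without aldolase: glyceraldehyde-3-phosphate coupling enzymes plus AmpLite Red readout. Compounds at 57.5 uM final, 10 min RT preincubation, 20 min RT reaction, fluorescence 525/598 nm.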
CXXC DNA block: blocks binding of human MLL CXXC domain to DNA; Potency, µM (doses to about 115 µM), for inactives: top-dose activity change, negative = inhibition, actives largely listed as inhibitors; MLL-CXXC / FITC-HOXA9 DNA fluorescence polarization; hit rate 0.037% among 290,000; Q03164; AID 2662; active = well fitted inhibition curve with a large enough effect in the polarisation, with a control signal flat, not every such curve was filed as active; inconclusive = small, poorly fitted or top-dose-only effect, or effect the other way, or a change in a side signal; inactive = no such curve, though single readings can be large or run the other way; the % refers to the polarisation; note: potency is the fitted concentration of half-maximal effect
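Fluorescence polarization: 7 uM MLL-CXXC (stock) preincubated 5 min with compounds, then 50 nM fluorescein-HOX-A9 DNA (stock) added; 30 min ambient. Buffer 50 mM Tris-HCl pH 7.5, 50 mM NaCl, 1 mM DTT, 0.05% BSA.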
Giardia killer: Giardia lamblia killing; activity change, % at 7.66 µM, hits read low; hit rate 0.15% among 340,000; Giardia lamblia trophozoite viability; in the data active = activity change below about -80%; inconclusive = between about -30% and that limit;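 note: parasites exposed to compound for two days anaerobically before the ATP read; % is set by controls: 0 for no effect and ±100 for the full control effect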
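Each well holds 100 Giardia trophozoites and compound. After two days (48 hrs) at 37 deg C in anaerobic conditions, ATP is quantified by luminescence.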
PKM2 activator: PKM2 (human) enzyme activation. P14618. purified PKM2, Kinase-Glo ATP luminescence, activation; response scale: 0% is enzyme alone, no compound. Potency, µM (doses to about 57.5 µM), inactives show at the highest dose activation, actives largely listed as activators. hit rate 0.34% among 260,000; note: potency is the fitted concentration of half-maximal effect; % is set by controls: 0 for no effect and ±100 for the full control effect; nearly all actives have a fitted effect of over 55% in size
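Purified hPK-M2 (>95%) run at intermediate activity with 0.1 mM ADP and 0.5 mM PEP in 50 mM imidazole pH 7.2, KCl, MgCl2; 1 h room temperature. ATP formed read by Kinase-Glo luminescence; normalized to uninhibited and no-enzyme controls.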
Menin MLL FP TR: inhibitors of human menin-MLL interaction, mutant MLL peptide. O00255. Menin + Texas Red MLL mutant peptide, fluorescence polarization. Potency, µM (doses to about 61.6 µM), without a hit: at the highest dose FP activity change, negative = inhibition, actives largely listed as inhibitors. hit rate 0.23% among 270,000. AID 1768; active = well fitted inhibition curve with a large enough effect in the polarisation, with a control signal flat, not every such curve was filed as active; inconclusive = small, poorly fitted or top-dose-only effect, or effect the other way, or a change in a side signal; inactive = no such curve, though single readings can be large or run the other way; the % refers to the polarisation; note: potency is the fitted concentration of half-maximal effect; % of control where 0% means no effect; many of its hits are not listed in these tables
GALK inhibitor: inhibitors of human galactokinase; hit rate 0.007% among 270,000; Purified GALK, Kinase-Glo residual ATP luminescence; Potency, µM (top dose mostly 57.5 µM), without a hit: at the highest dose activity change, negative = inhibition, usual class: inhibitors; AID 1868; note: potency is the fitted concentration of half-maximal effect; % is set by controls: 0 for no effect and ±100 for the full control effect
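Galactose (100 uM) and ATP (35 uM) were turned over by 5 nM GALK for 1 h at RT. Kinase-Glo Plus then converted the remaining ATP into a luminescent signal.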
* hit, by the source's call; ? = inconclusive; . = no result given; [ ] = remark or other dose. Unless noted, calls come from the whole dose curve; as a rule, active = well fitted curve in the direction sought with a large enough effect; inconclusive = small, poorly fitted or top-dose-only effect, or another doubt; inactive = no such curve, though single readings can be large; an effect the other way counts as inactive or inconclusive. This is a subset; count on the stated rates, not on these rows.

Every second line gives: USP2a block	KCNH2 WT inh	KCNH2 3.1 inh	TRPV1 ag	B2AR arrestin	Coupling enz	CXXC DNA block	Giardia killer	PKM2 activator	Menin MLL FP TR	GALK inhibitor
> CCC(=O)N(Cc1ccco1)Cc1cc2cccc(C)c2n2nnnc12
→ 0%	-25	-11	1	0.1%	2	8%	-19	4%	-6%	14%
> CCOc1ccccc1CNc1ccc(O)cc1
→ -1%	1	-6	1	14%	-39*	-16%	-7	20%	28µM*	0%
> CCN1CCN(CCOc2ccc(Cl)cc2)CC1
→ -10%	-4	-9	-11	-1.0%	-2	71%[activator]	-7	-6%	?	5%
> CCOC(=O)C1CCCN(CCC(=O)Nc2cc(C)cc(C)c2)C1 (stereo not given)
→ -2%	23	9	0	-0.2%	-1	-3%	7	-3%	-26%	4%
> CN(C)S(=O)(=O)c1ccc(Cl)c(C(=O)NNC(=O)Cc2nc3ccccc3n2C)c1
→ 1%	0	7	2	0.0%	.	.	-12	.	.	.
> COc1ccccc1C(OC(=O)c1ccco1)C(=O)NC(C)(C)C (stereo not given)
→ 3%	-10	3	-1	-0.3%	1	-16%	20	-6%	0%	-1%
> CC(=O)Nc1cccc(OCC(=O)NC(C)c2ccc3ccccc3c2)c1 (stereo not given)
→ -1%	-3	-39	?	0.2%	-1	11%	13	1%	6%	-1%
> [O-]/C(=C(\C(=S)Nc1ccc(SC(F)F)cc1)[n+]1ccccc1)c1ccc(Cl)cc1Cl
→ 3%	1	-14	1	0.2%	1	4%	19	3%	-9%	0%
> COc1ccc(C2=NOC(Cn3nc(-c4ccccc4)cc3C(=O)NCc3cccc(C(F)(F)F)c3)C2)cc1 (stereo not given)
→ 1%	5	-10	.	0.1%	.	.	10	.	.	.
> CC1CCCCC1NC(=O)CSc1nnc(COc2ccccc2Cl)o1 (stereo not given)
→ 3%	-17	15	10	0.3%	-2	79%[activator]	3	-4%	-19%	8%
> COc1ccc(N2CCN(CCCNC(=O)CN3CCN(Cc4ccccc4C)C3=O)CC2)cc1
→ 0%	22	-33	2	-0.2%	1	0%	21	1%	?	-1%
> COc1ccc(C(=O)NC2CCSc3ccccc32)cc1 (stereo not given)
→ 0%	3	-2	14	0.0%	.	19%	-13	-8%	.	-6%
> Cc1oc(-c2ccccc2)nc1CS(=O)CC(=O)NC1CCCC1 (stereo not given)
→ 0%	-2	4	-2	-0.4%	1	.	-18	9%	-24%	.
> C[C@]12c3[nH]c4cc(-c5ccco5)ccc4c3CCN1C(=O)[C@@H](CC(=O)NCCCn1ccnc1)C[C@@H]2C(=O)N1CCOCC1
→ -1%	0	-12	.	0.1%	.	.	-17	.	.	.
> COc1cccc(CNC(=O)COC(=O)c2cc(Br)c(Br)s2)c1
→ 0%	-8	9	?	0.0%	.	.	-3	.	.	.
> COc1ccc(Oc2nnc(-c3ccccc3)cc2C#N)cc1
→ 2%	-5	-11	8	0.0%	4	2%	20	-2%	-21%	3%
> COC(=O)[C@H](CCSC)NC(=O)c1cc2c(cn1)[nH]c1ccccc12
→ 1%	21	31	3	0.0%	0	-13%	-9	.	2%	-4%
> O=C1CC(N2CCN(C/C=C/c3ccccc3)CC2)C(=O)N1Cc1cccs1 (stereo not given)
→ 4%	28	?	4	-0.2%	3	2%	1	-2%	2%	0%
> COc1ccc(N(C(=O)CNC(=O)c2ccco2)C(C(=O)NCC2CCCO2)c2ccccc2)cc1OC (stereo not given)
→ 1%	8	-21	0	0.5%	-2	0%	-2	-13%	-7%	-3%
> CCN(C(=O)c1cc(Cl)ccc1OC)c1ccccc1
→ 3%	-8	-12	9	-0.1%	4	-1%	-5	9%	-11%	0%
> Cc1ccc2nc3c(nc2c1C)CCCC3
→ 2%	1	-1	7	0.1%	0	10%	-12	.	-4%	3%
> COc1ccc(-n2nc(C)c3onc(C)c3c2=O)cc1
→ 5%	-1	4	0	-1.0%	-3	-15%	-8	0%	.	1%
> CCOc1ccc(N(CC(=O)Nc2cccc(OC)c2)S(=O)(=O)c2c(C)noc2C)cc1
→ 3%	-17	2	8	-0.7%	-6	2%	3	20%	15%	0%
> O=S(=O)(c1cccc(F)c1)N1CCN(c2ncnc3scc(-c4ccc(F)cc4)c23)CC1
→ -2%	5	-13	3	0.1%	.	.	-13	.	.	.
> COC(=O)c1ccc(OCc2cc(=O)n3ccsc3n2)cc1
→ 2%	-6	3	-3	-1.6%	0	12%	-6	-11%	1%	0%
> O=C(c1ccco1)N1CCN(c2nc(-c3ccc(F)cc3)cs2)CC1
→ -1%	8	-12	?	-0.1%	5	15%	6	0%	9%	0%
> CSc1nc(N)nc(-c2cccs2)c1C#N
→ 0%	-17	-4	10	-0.4%	-3	8%	-6	3%	22%	-2%
> Cc1ccc(F)cc1NCC(=O)Nc1ccc(Cl)cc1F
→ 0%	0	9	-1	-0.9%	5	-2%	-23	-3%	15%	-2%
> COc1ccc(NC(=O)Cn2c(=O)n(CC(=O)NCc3ccco3)c(=O)c3ccccc32)cc1
→ 2%	-5	9	.	-1.4%	5	45%[activator]	5	1%	.	-1%
> O=C(CSc1nc2ccccc2[nH]1)N1CCCCC1
→ 2%	-15	11	2	0.1%	0	4%	-27	-8%	3%	1%
> COc1ccccc1CNC(=O)CSc1ncc(C(=O)Nc2ccccc2)c(=O)n1C
→ 5%	16	-4	0	0.2%	.	.	-14	.	.	.
> Cc1ccc(N(Cc2ccco2)C(=O)c2cccc(S(=O)(=O)N(C)C)c2)cc1
→ -1%	2	-4	-4	2.4%	-1	6%	0	21%	-18%	0%
> O=c1[nH]cnc2c1sc1nc3c(c(-c4ccc(Cl)cc4)c12)CCC3
→ 4%	4	-1	-1	0.0%	2	11%	8	-1%	1%	-1%
> O=S(=O)(NCc1ccc(F)cc1)c1cc(Br)ccc1Br
→ 2%	0	5	7	0.2%	.	.	28	.	.	.
> CCNC(=O)CN(CCc1ccccc1)S(=O)(=O)c1ccc(OC)cc1
→ 5%	2	-5	4	0.2%	4	5%	-7	0%	-8%	-2%
> CCCCNC(=O)NNC(=O)c1ccoc1C
→ 3%	-1	7	4	3.4%	0	-21%	-1	4%	31%[activator]	0%
> CCOC(=O)CCCSc1nc2sc3c(c2c(=O)[nH]1)CCC3
→ 5%	-7	-16	3	0.1%	0	-4%	-16	4%	-15%	1%
> COc1ccc(C)cc1-n1nnnc1SCc1nc2ccccc2c(=O)[nH]1
→ 2%	6	-1	-2	0.0%	0	18%	1	4%	?	0%
> Cc1ccn(C(=O)c2ccc(NC(=O)C3CCCCC3)cc2)n1
→ 5%	-1	-32	2	0.3%	0	0%	18	-3%	5%	-1%
> Cc1ccc(N2C(=O)C3C4C=CC(CNC(=S)Nc5ccc(F)cc5)(O4)C3C2=O)cc1 (stereo not given)
→ 0%	-12	-28	-5	-0.7%	-2	-6%	9	2%	-12%	2%
> CN(C)S(=O)(=O)c1cc(NC(=O)c2cc(=O)c3ccccc3o2)ccc1Cl
→ 0%	-1	3	29	3.4%	-3	-2%	12	1%	?	-6%
> COc1c(Cl)cnn(-c2ccccc2)c1=O
→ 2%	-21	8	-2	0.0%	0	-3%	1	10%	-12%	0%
> CCN(C(=O)Cc1cccs1)c1nnc(-c2cc(OC)c(OC)c(OC)c2)s1
→ 0%	5	8	19	-0.2%	0	2%	-6	7%	-12%	-1%

Some of the entries so far, with each value named.
CCOC(=O)CCCSc1nc2sc3c(c2c(=O)[nH]1)CCC3
  USP2a block = 5%
  KCNH2 WT inh = -7
  KCNH2 3.1 inh = -16
  TRPV1 ag = 3
  B2AR arrestin = 0.1%
  Coupling enz = 0
  CXXC DNA block = -4%
  Giardia killer = -16
  PKM2 activator = 4%
  Menin MLL FP TR = -15%
  GALK inhibitor = 1%
Cc1ccc2nc3c(nc2c1C)CCCC3
  USP2a block = 2%
  KCNH2 WT inh = 1
  KCNH2 3.1 inh = -1
  TRPV1 ag = 7
  B2AR arrestin = 0.1%
  Coupling enz = 0
  CXXC DNA block = 10%
  Giardia killer = -12
  PKM2 activator = .
  Menin MLL FP TR = -4%
  GALK inhibitor = 3%
COc1ccc(-n2nc(C)c3onc(C)c3c2=O)cc1
  USP2a block = 5%
  KCNH2 WT inh = -1
  KCNH2 3.1 inh = 4
  TRPV1 ag = 0
  B2AR arrestin = -1.0%
  Coupling enz = -3
  CXXC DNA block = -15%
  Giardia killer = -8
  PKM2 activator = 0%
  Menin MLL FP TR = .
  GALK inhibitor = 1%
CCNC(=O)CN(CCc1ccccc1)S(=O)(=O)c1ccc(OC)cc1
  USP2a block = 5%
  KCNH2 WT inh = 2
  KCNH2 3.1 inh = -5
  TRPV1 ag = 4
  B2AR arrestin = 0.2%
  Coupling enz = 4
  CXXC DNA block = 5%
  Giardia killer = -7
  PKM2 activator = 0%
  Menin MLL FP TR = -8%
  GALK inhibitor = -2%
